Screening data from PubChem.
hcGAS inh – blocks human cGAS activity; recombinant h-cGAS, ATP depletion, Kinase-Glo luminescence; hit rate 0.081% among 290,000; inhibition, % at 12.5 µM;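 further: 0% = vehicle reaction and 100% = reaction without DNA for no activity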
Target sequence (Q8N884 whole entry, looked up): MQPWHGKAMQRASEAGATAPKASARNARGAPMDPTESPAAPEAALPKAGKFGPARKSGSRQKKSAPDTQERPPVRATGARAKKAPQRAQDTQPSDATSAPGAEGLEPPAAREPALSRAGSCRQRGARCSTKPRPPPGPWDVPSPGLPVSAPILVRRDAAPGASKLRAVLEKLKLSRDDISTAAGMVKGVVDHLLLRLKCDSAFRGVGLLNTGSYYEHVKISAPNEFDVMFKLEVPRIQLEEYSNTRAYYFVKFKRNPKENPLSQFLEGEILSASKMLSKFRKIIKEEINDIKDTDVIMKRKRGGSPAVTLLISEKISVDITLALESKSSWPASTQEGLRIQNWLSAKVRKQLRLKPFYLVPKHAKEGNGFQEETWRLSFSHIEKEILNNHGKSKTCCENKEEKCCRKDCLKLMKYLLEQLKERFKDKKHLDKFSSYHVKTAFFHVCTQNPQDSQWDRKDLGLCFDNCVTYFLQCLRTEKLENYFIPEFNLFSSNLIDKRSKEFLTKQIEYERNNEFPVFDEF
NPYLR7 agonist – activates Aedes aegypti NPYLR7 receptor; HEK293T NPYLR7/Galpha15, GCaMP6s calcium fluorescence; activation, % at 10 µM; hit rate 0.15% among 270,000; AID 1259423; in the data active means activation above about 40%;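 further: 0% = vehicle and 100% = reference agonist at the receptor; some compounds past the cut are filed as inactive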
mcGAS lum – blocks mouse cGAS activity; recombinant cGAS, Kinase-Glo ATP depletion luminescence; inhibition, % at 12.5 µM; hit rate 0.15% among 160,000;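 further: 0% = negative control wells and 100% = reference inhibitor with no enzyme activity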
* = called active by the depositor; x = not tested or not shown; & = joins results of further samples. Unless noted, no stated cut-off is given here; in the data, active means inhibition above about 40%; inactive means the rest.

SMILES	hcGAS inh	NPYLR7 agonist	mcGAS lum
Cc1ccc(C2=NOC(=O)/C2=C\C=C\c2ccccc2)cc1	-6	-1	7
COc1cc(F)c(CSc2nc3cc(S(=O)(=O)N4CCCC4)ccc3n2CC2CC2)cc1OC	-3	25	-3
CC(N)c1ccc(S(C)(=O)=O)cc1 (centres undefined)	-2	4	-4
O=C(CSc1nnc2nc[nH]n12)Nc1nccs1	-5	-3	-2
Cc1ccc(S(=O)(=O)N(Cc2nccn2Cc2ccc(F)c(F)c2)CC2CC2)cc1	4	6	-5
CCCCNC(=O)c1ccc(-c2ccccc2CO)o1	1	1	x
CC(C)CCN(Cc1ccc(F)cc1F)CC(O)COC(C)(C)C (centres undefined)	-6	27	-6
COc1ccc(-n2c(SCC(=O)N3CCN(C(=O)C(c4ccccc4)c4ccccc4)C(C)C3)nnc2-c2cccc(OC)c2)cc1 (centres undefined)	-8	-3	-7
Cc1ccccc1NC(=O)CC(=O)NC1(c2ccccc2Cl)CC1	2	-1	-15
CCCCc1ccc(CC(=O)Nc2nncs2)cc1	-8	4	x
CC1(O)CCN(C(=O)c2cc(Cl)cc(Cl)c2)CC1	-9	3	x
COCCNC(=O)C(NC(=O)c1ccc(OC)cc1)C1CCN(C(=S)Nc2ccc(F)cc2)CC1 (centres undefined)	-5	8	-6
CCC(O)c1nc2ccccc2n1CCCCOc1ccccc1 (centres undefined)	-3	3	-1
C=CCOC(=O)C1=C(C)N=c2sc(=Cc3ccc(OC)cc3OC)c(=O)n2C1c1cccs1 (centres undefined)	-3	1	-2
Fc1ccc(-c2noc3nc(NCC4CCCO4)ccc23)cc1 (centres undefined)	-5	2	-6
Cc1c(Cl)cccc1NC(=O)C(C)N1CCCC(C2OCCO2)C1 (centres undefined)	-4&25	3&-2	x
C=C(C)Cn1c(NCc2ccc(C)cc2)nc2c1c(=O)[nH]c(=O)n2C	-5	-6	x
COc1cccc(CN2C(=O)C3(SCCN3C(=O)C3CC3)c3cc(Cl)ccc32)c1 (centres undefined)	-12	4	-7
COc1cccc(-n2nnc3c(N4CCN(C(=O)c5ccccc5C(F)(F)F)CC4)ncnc32)c1	-4	-10	-5
CC(C)C(=O)NC(=S)Nc1cccc(Cl)c1Cl	-6	-6	x
CCn1ccnc1CN(C)Cc1nc(-c2sccc2C)oc1C	-7	9	x
O=C(Nc1ccc(F)cc1F)C(C1CCCC1)N1CCN(C(=O)c2cccc(F)c2)CC1 (centres undefined)	-1	-7	-3
Cc1ccc2c(C(=O)N3CCC(=O)NCC3C)cc(C)nc2c1 (centres undefined)	-7	1	-17
CCOC(=O)c1nn(-c2ccccc2C)c(=O)cc1NC(=O)c1ccccc1Cl	1	x	-4
O=C(NCCc1cn2c(n1)CCCC2)c1ccccc1O	-5	7	x
CCN(CC)S(=O)(=O)c1cc(C(=O)NCc2ccccc2)ccc1Cl	-6	2	-1
O[C@@H]1C[C@H]2CN(c3nc(-c4ccccc4)nc4c3CCC4)C[C@H]2C[C@@H]1O	0	-3	x
COc1ccccc1OCCN1CCC(C(=O)NC(c2ccccc2)c2ccccn2)CC1 (centres undefined)	-4	7	-2
CC1(C)CC(=O)C2C(=Nc3ccccc3NC2c2ccc(Cl)cc2)C1 (centres undefined)	-3	18	-8
O=C(NC(c1ccccc1)c1ccc(Cl)cc1)c1cc(-c2ccc3c(c2)OCO3)nc2ccccc12 (centres undefined)	-5	-1	-6
O=c1c2cnc3ncnn3c2ccn1CCc1c[nH]c2ccc(F)cc12	-3	5	x
Cc1csc(=O)n1CCC(=O)NCCCc1c[nH]c2ccccc12	-6	8	x
CN(CCCNC(=O)c1ccccc1-c1ccc(S(C)(=O)=O)cc1)c1ccccc1	-3	-10	-3
CCn1cnnc1CNC(=O)N(C)Cc1c(C)noc1C	-10	-4	x
COC(=O)c1ncn2c1C(=O)OC(COc1ccccc1)C2 (centres undefined)	-2	-3	x
CCN(CC)C(=O)[C@@H]1C[C@H](n2cc(Cn3c(C)nc4ccccc43)nn2)CN1	-3	-1	x
C=CCN1CCN(C(=O)c2csc(-c3ccccc3OCCOC)n2)CC1	-5	x	-4
Fc1ccc(CC2CCN(Cc3nc(-c4ccccc4)no3)CC2)cc1	-6	7	-10
O=C(CCl)N1CCCc2cc([N+](=O)[O-])ccc21	1	2	96*
CCC(NC(=O)CN1CCC(C)=N1)c1ccc(F)cc1 (centres undefined)	-3	22	x

Seven entries already listed, ordered by molecular weight, low to high:
SMILES	hcGAS inh	NPYLR7 agonist	mcGAS lum
CCCCNC(=O)c1ccc(-c2ccccc2CO)o1	1	1	x
O=C(CSc1nnc2nc[nH]n12)Nc1nccs1	-5	-3	-2
O=C(NCCc1cn2c(n1)CCCC2)c1ccccc1O	-5	7	x
CCN(CC)S(=O)(=O)c1cc(C(=O)NCc2ccccc2)ccc1Cl	-6	2	-1
Cc1ccc(S(=O)(=O)N(Cc2nccn2Cc2ccc(F)c(F)c2)CC2CC2)cc1	4	6	-5
COc1ccccc1OCCN1CCC(C(=O)NC(c2ccccc2)c2ccccn2)CC1 (centres undefined)	-4	7	-2
COCCNC(=O)C(NC(=O)c1ccc(OC)cc1)C1CCN(C(=S)Nc2ccc(F)cc2)CC1 (centres undefined)	-5	8	-6

(further entries)
SMILES	hcGAS inh	NPYLR7 agonist	mcGAS lum
O=C(N[C@@H]1[C@@H](c2ccccc2)[C@@H](CO)N2CCCC[C@H]12)c1cccs1	-4	22	-10
COCCOC(=O)C1=C(C)N(C)C(=S)NC1c1ccc(NC(=O)c2ccc(Cl)cc2Cl)cc1 (centres undefined)	-7	11	-5
COC(=O)c1ccc2c(=O)n(Cc3ccc(C)cc3)c(N3CCN(c4ccccc4OC)CC3)nc2c1	-6	12	-4
CCn1cc(C(CC(=O)NC2CCCCC2)c2ccc(F)cc2)c2ccccc21 (centres undefined)	-2	-1	-4
Cc1cc(C(=O)N(Cc2cccnc2)c2nc3ccc(F)cc3s2)no1	1	0	x
CCOC(=O)C1=C(C)NC2=C(C(=O)CCC2)C1c1ccc(OC)cc1 (centres undefined)	0	0	-5
COc1ccc(N2CCN(c3cc(C(=O)NC4CC(C)CC(C)(C)C4)c4ccccc4n3)CC2)cc1 (centres undefined)	-2	5	-6
O=C(NC1CCCCC1)c1ccc(Cn2cc(Br)cn2)o1	-7	-3	x
CCC1(c2ccc(F)cc2)NC(=O)N(CC(=O)N2CCCCC2)C1=O (centres undefined)	-3	11	x
O=C(Nc1ccccc1Cl)C12CC3CC(CC(C3)C1)C2	-7	-3	-6
COc1cccc(-c2nn(-c3ccccc3)cc2CN2CCN3CCCC3C2)c1 (centres undefined)	-8	13	-16
COc1ccc(C)cc1N1CCN(C(=O)c2ccco2)C(C)C1=O (centres undefined)	-1	-13	-4
O=C(CCCc1cccs1)N1CCCC(Nc2ccccc2)C1 (centres undefined)	-5	3	x
CCCCCN(CC(=O)Nc1cc(C(C)(C)C)nn1-c1ccccc1C)C(=O)Nc1ccccc1C(F)(F)F	-9	-2	-7
COc1ccc(CNC(=O)Cn2ncn3nc4c(c3c2=O)CCCC4)cc1	-7	-7	-7
CC1Cc2c(NC(=O)/C=C\c3ccccc3)nn(C)c2NC1=O (centres undefined)	0	-18	-4
COC(=O)c1c(C)c(C(=O)C(C)N(C(=O)c2ccccc2OC)C(C)C)c(C)n1C (centres undefined)	-1	-11	1
COc1ccc(C(O)=C2C(=O)C(=O)N(CCN3CCNCC3)C2c2ccc(F)cc2)cc1 (centres undefined)	-5	0	-6
Cc1ccnc(SCCn2c(N3CCC(C)CC3)nc3c2c(=O)n(C)c(=O)n3C)n1	0	1	-7
Cc1cc(C)cc(-n2ccnc2SCC(=O)Nc2ccc(S(=O)(=O)N3CCCC3)cc2)c1	-17	1	-8

Already shown: an excerpt of the list.
SMILES	hcGAS inh	NPYLR7 agonist	mcGAS lum
Cc1ccccc1NC(=O)CC(=O)NC1(c2ccccc2Cl)CC1	2	-1	-15
CCCCc1ccc(CC(=O)Nc2nncs2)cc1	-8	4	x
CC1(O)CCN(C(=O)c2cc(Cl)cc(Cl)c2)CC1	-9	3	x
COCCNC(=O)C(NC(=O)c1ccc(OC)cc1)C1CCN(C(=S)Nc2ccc(F)cc2)CC1 (centres undefined)	-5	8	-6

Next compounds
SMILES	hcGAS inh	NPYLR7 agonist	mcGAS lum
CN(C)C(=O)C(C)(C)NC(=O)c1cc(I)c[nH]1	-7	0	-17
O=S(=O)(NCCn1cncn1)N1CCCC1c1ccco1 (centres undefined)	-11	10	x
CC(C)c1ccc(CN2CCC2(C)C(=O)Nc2ccc(Cl)c(Cl)c2)cc1 (centres undefined)	5	4	x
Cc1nnc(-c2cc3ccccc3n2CC(=O)Nc2ccc(C(F)(F)F)cc2)o1	-4	17	-6
NC(=O)NCc1cn(C2CCN(Cc3cc4ccccc4s3)CC2)nn1	-2	2	-2
COc1ccc(CCn2c(-c3c(C)cccc3C)nc3ccc(Cl)cc3c2=O)cc1	-6	5	-6
Cc1ccc(Nc2nc(NCCc3ccccc3)nc3nccnc23)cc1C	-1	4	x
O=C(CCc1nc2ccccc2s1)NC1CCN(Cc2ccccc2)C1 (centres undefined)	-16	16	x
Cc1cnc2c(c1N1CCCCCC1)c(=O)n(C)c(=O)n2C	-4	3	x
CCOC(=O)c1nn(-c2cccc(Br)c2)c(=O)cc1OCC(=O)NCc1ccccc1	-3	8	x
COCCOC(=NC1CC1)NC(=O)c1ccccc1F	-5	9	-3
CCC(C)NC(=O)c1cc(NC(=O)c2ccc([N+](=O)[O-])cc2)ccc1N1CCCCC1 (centres undefined)	-10	4	-6
COc1ccc2oc(=O)c(-c3csc(NNc4ccccc4)n3)cc2c1	0	1	x
Cc1cc(C2=NNC(=NC(C)(C)C)SC2)c(C)n1C(C)C	-4	10	-6
O=C(/C=C/c1ccc2c(c1)CCO2)NCC(=O)Nc1cn[nH]c1	-8	3	x
COc1ccccc1Oc1nc2ccccn2c(=O)c1/C=C(\C#N)c1nc2ccccc2s1	-9	65*	-5
CCCCn1c(N)c(N(CCC)C(=O)CCCSc2nnc(C)s2)c(=O)[nH]c1=O	-4	6	x
CCN(CC)C(=O)Oc1ccc2c(ccn2Cc2cc(Cl)ccc2Cl)c1-c1ccc(C#N)cc1	-9	4	-9
O=C(NCc1ccco1)c1ccc(CSc2nnc(-c3ccccc3[N+](=O)[O-])n2Cc2ccccc2)cc1	-2	12	-3
Cc1nccn1CCC1CCN(CCC(=O)Nc2cccnc2)CC1	-6	13	x

A second format for some results above:
SMILES | hcGAS inh | NPYLR7 agonist | mcGAS lum
CCC(C)NC(=O)c1cc(NC(=O)c2ccc([N+](=O)[O-])cc2)ccc1N1CCCCC1 (centres undefined) | -10 | 4 | -6
COc1ccccc1Oc1nc2ccccn2c(=O)c1/C=C(\C#N)c1nc2ccccc2s1 | -9 | 65* | -5

Carrying on:
SMILES	hcGAS inh	NPYLR7 agonist	mcGAS lum
O=C(c1coc(CN2CCN(c3ccccc3F)CC2)n1)N1CCC[C@H]1CO	-1	1	-5
COc1ccc(-c2nn(CC(=O)NC3CCCCC3)c(=O)c3nc(C)sc23)cc1	6	3	-7
Cc1ccoc1C(=O)NC(c1ccc(F)cc1)c1nccn1C (centres undefined)	-10	2	-7
CCOC(=O)N1CCC(N2CCC(N3CCC(C(=O)NC4CC4)CC3)CC2)CC1	-7	6	x
CN1CCN(c2nc3ccc(OC(=O)c4ccc([N+](=O)[O-])s4)cc3s2)CC1	-7	-2	-9
O=C(COc1ccccc1)NC1CCN(c2ccccc2C(=O)N2CCOCC2)CC1	-6	13	-6
N#Cc1ccc(S(=O)(=O)NC(=O)c2sccc2C2CC2)cc1	3	6	x
Cn1cnc2c1c(=O)n(CC(=O)N(Cc1ccco1)Cc1cccs1)c(=O)n2C	-5	2	x
COC(=O)c1ccc(CN)cc1OC	-7	-3	-14
CCN1CCC(N2C[C@@H](CO)[C@H](NC(=O)c3cnccn3)C2)CC1	-3	x	-1
Cc1ccccc1-n1c(-c2ccc(Cl)cc2)cc(C(=O)N2CCN(C(=O)c3ccc(F)cc3)CC2)c1C	-6	-14	-3
COc1ccc(OC(=O)c2cccc(Br)c2)cc1	-5	1	-8
CCc1cc(Oc2ccc(Cl)cc2)nc(SCc2cccc(C(F)(F)F)c2)n1	-2	17	-5
O=c1cc(CC2CNCCO2)nc2nc(-c3ccccc3Cl)[nH]n12 (centres undefined)	-6	2	x
CCOC(=O)c1cc(-c2cccc(NC(=O)c3csc4ccccc34)c2)n(-c2cccc(C)c2)n1	0	-7	2
Cc1c(C(=O)N2CCN(C(=O)Nc3cccc(C(F)(F)F)c3)CC2)cc(-c2ccc(F)cc2)n1-c1ccccc1	-15	-5	-6
COc1cc2c(cc1OC)C(c1ccc(F)cc1)N(C(C)=O)CC2 (centres undefined)	4	7	2
CN1CCC=C(CNC(=O)C2(c3ccc(Cl)cc3)CCCC2)C1	-5	2	-11
Cc1ccsc1[C@@H]1CCN(Cc2ccncc2F)C[C@H]1O	-12	13	x
